KDM5B inhibitor: blocks human KDM5B histone demethylase activity. Q9UGL1. KDM5B demethylase, FDH-coupled NADH fluorescence (FDH is formaldehyde dehydrogenase). Potency, µM (titrated, usually from 57.7 µM), inactives show at the highest dose activity change, negative = inhibition, actives largely listed as inhibitors. actives 2.6% (n = 220,000); active = well fitted inhibition curve with a large enough effect; inconclusive = small, poorly fitted or top-dose-only effect; inactive = no such curve, though single readings can be large or run the other way; also: 0% is about no effect; nearly all actives have a fitted effect of over 70% in size
Target sequence (Q9UGL1 whole entry, looked up): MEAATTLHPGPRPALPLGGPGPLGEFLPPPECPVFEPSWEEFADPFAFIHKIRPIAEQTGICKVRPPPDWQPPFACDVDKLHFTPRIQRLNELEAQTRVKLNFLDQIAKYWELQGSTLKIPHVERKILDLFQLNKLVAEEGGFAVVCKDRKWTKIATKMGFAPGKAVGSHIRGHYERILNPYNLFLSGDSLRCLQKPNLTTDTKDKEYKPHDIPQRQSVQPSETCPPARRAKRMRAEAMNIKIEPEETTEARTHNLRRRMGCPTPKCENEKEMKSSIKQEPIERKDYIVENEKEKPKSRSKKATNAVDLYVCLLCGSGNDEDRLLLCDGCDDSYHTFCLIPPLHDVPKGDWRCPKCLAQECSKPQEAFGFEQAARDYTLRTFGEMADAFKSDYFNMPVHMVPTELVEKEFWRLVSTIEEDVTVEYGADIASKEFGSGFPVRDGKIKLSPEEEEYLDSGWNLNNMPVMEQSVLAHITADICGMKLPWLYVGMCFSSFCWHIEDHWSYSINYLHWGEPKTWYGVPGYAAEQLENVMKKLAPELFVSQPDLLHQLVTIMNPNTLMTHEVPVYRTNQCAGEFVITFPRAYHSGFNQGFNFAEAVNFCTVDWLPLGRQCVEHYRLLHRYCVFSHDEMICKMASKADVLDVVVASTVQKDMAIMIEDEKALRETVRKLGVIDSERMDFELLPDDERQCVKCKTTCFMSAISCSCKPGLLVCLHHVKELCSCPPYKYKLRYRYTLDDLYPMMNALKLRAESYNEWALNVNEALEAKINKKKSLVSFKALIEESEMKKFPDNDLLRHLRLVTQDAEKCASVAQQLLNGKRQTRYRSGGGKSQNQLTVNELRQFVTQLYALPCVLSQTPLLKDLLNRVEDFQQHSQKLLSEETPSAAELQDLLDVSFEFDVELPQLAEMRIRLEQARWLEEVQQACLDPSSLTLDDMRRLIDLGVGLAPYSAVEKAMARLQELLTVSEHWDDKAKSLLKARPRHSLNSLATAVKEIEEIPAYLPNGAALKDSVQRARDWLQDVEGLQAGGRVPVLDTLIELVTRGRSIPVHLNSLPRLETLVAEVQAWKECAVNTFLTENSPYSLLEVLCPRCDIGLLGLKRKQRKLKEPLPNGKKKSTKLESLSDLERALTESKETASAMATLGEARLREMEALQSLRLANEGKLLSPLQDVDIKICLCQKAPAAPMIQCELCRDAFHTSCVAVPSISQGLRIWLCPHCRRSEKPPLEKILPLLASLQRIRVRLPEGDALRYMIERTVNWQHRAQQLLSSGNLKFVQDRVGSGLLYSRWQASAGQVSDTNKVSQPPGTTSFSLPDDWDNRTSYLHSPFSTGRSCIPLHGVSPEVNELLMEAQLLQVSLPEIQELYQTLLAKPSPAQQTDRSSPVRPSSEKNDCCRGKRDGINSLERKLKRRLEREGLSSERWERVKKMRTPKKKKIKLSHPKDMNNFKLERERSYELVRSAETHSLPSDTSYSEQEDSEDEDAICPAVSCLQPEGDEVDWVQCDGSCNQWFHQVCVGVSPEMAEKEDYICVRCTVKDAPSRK
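KDM5BΔAP (200 nM final) in 50 mM HEPES pH 7.5, 0.01% Tween-20 was preincubated 10 min at RT with compound over a concentration range. Substrate mix (H3K4me3 12.5 µM, α-KG 25 µM, Fe²⁺, ascorbate, NAD⁺, FDH) was added, and NADH fluorescence change over 30 min gave dose-response curves.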
Active calls of the source: *; ? = inconclusive; [ ] = dose if it differs, or a comment. Potency is read from the fitted curve at half-maximal effect. The list is partial (hit frequency here may not be typical).

KDM5B inhibitor	canonical_smiles
-1%	Cc1ccc(S(=O)(=O)N2CCN(CCNC(=O)COc3ccc(C(C)C)cc3)CC2)cc1
-25%	Cc1ccc(N(Cc2ccco2)C(=O)CCc2ncc(-c3ccc(F)cc3F)o2)cc1
25%	O=C(CCc1cccnc1)NCCc1c[nH]c2ccccc12
21%	CC(C)NC(=O)N(C)CC1CCOCC1
?	COc1ccccc1CN1CCNc2cnc(-c3ccccc3)cc2C1
-21%	CCN(C1CCOCC1)C1CN(C(=O)c2ccsc2)C1
?	COc1ccc(-c2cc(NCc3ccc(F)cc3)n3cnnc3n2)cc1
5%	O=c1[nH]c2ccc(S(=O)(=O)Nc3c(NC4CCCCC4)c4ccccc4oc3=O)cc2o1
1%	Cc1cccc(NS(=O)(=O)c2cc(-c3ccno3)oc2C)c1C
3%	Oc1c(C(c2ccc(Cl)cc2Cl)N2CCN(c3ccccc3)CC2)sc2nc(-c3ccco3)nn12 (stereo not given)
-8%	Cc1ccccc1C(=O)N1CCC(c2nc3ccccc3o2)CC1
-8%	COc1cccc(S(=O)(=O)N2CC(F)(F)C[C@H]2c2nnc(C)o2)c1
3%	CCCc1cc(=O)n2c(C(=O)Nc3ccccc3)c(C(=O)Nc3cccc(C)c3C)sc2n1
-20%	COCC(=O)N[C@@H]1CN(Cc2ccccc2OC(C)C)C[C@H]1CO
-65%	Cc1nnc2c(N3CCN(c4ccccc4F)CC3)nc3ccccc3n12
9%	COc1ccc(Nc2nc(Nc3cc(C)ccc3C)c3nccnc3n2)cc1Cl
-12%[115 µM]	O=C(C1CCCC1)N1CC2(CCN(C3CCCCC3)CC2)Cc2ccccc21
-29%	CCn1cc2nc(SCc3c(F)cccc3Cl)n(CCc3ccccc3)c(=O)c2n1
-13%	Cc1ccc(NC(=O)CSc2nc3c(c(=O)[nH]2)CCC3)cc1
-17%	CCn1cc(C(=O)NCCc2ccc(OC)c(OC)c2)c(=O)c2cc(S(=O)(=O)N3CCCCCC3)ccc21
-8%	CCc1cnc2c(c1SCC(=O)Nc1ccccc1C)c(=O)n(C)c(=O)n2C
20%	CS(=O)(=O)N(CC(=O)Nc1ccccc1C(=O)NCC1CCCO1)c1ccc(F)c(F)c1 (stereo not given)
-4%	Cc1cc(S(=O)(=O)N[C@@H]2CN(C)C[C@H]2CN(C)C)ccc1Cl
-14%[86.2 µM]	CC(C)NC(=O)C[C@@H]1C[C@H]2O[C@H](CNC3CCOCC3)[C@@H](O)[C@H]2O1
-6%	Cc1cnc(CCNC(=O)c2cnccn2)n1CC1CC1
?	COc1ccc(-c2cn3cccnc3n2)cc1NC(=O)Cc1ccccc1
18%	O=C(NC12CC3CC(CC(C3)C1)C2)c1ccc(Cl)cc1
32%	Cc1cc(C(=O)N2CCC(C(=O)O)CC2)c(C)o1
?	CCN(CC)c1nc2ccccc2nc1C(=O)Nc1cccc(F)c1
?	O=C(O)c1cc(Nc2nc(-c3ccccc3)cs2)ccc1O
1%	Cc1cc2oc(=O)cc(CN(C)CCO)c2cc1C
?	FC(F)(F)c1ccc2nc([C@H]3CCN(Cc4ccc(Cl)cc4)C3)[nH]c2c1

Reformatted: results already given
mol: Cc1cnc(CCNC(=O)c2cnccn2)n1CC1CC1
  KDM5B inhibitor = -6%

mol: COc1ccc(-c2cn3cccnc3n2)cc1NC(=O)Cc1ccccc1
  KDM5B inhibitor = ?

The results go on.
KDM5B inhibitor	canonical_smiles
-11%	COc1ccc(C(=O)N[C@@H]2CN(C3CCOCC3)C[C@H]2CN(C)C)c(C)c1
11%	CCN(Cc1cccs1)C(=O)c1[nH]c2c(c1C)C(=O)CCC2
2%	CCOC(=O)C1=CNc2nncn2C1(O)C(F)(F)F (stereo not given)
33%[activator]	O=C(Cn1nc2c(cc1=O)CCCCC2)NCC1CCOCC1
-7%	O=c1oc2ccccc2c(N2CCCC2)c1NS(=O)(=O)c1ccccc1Cl
14%	Cc1cccc(NC(=O)CN(C)C(=O)Cc2ccc3ccccc3c2)c1C
?	CN(Cc1ccccc1)C(=O)C[C@@H]1O[C@H](CNC(=O)Nc2cccc(F)c2)[C@@H](O)[C@H]1O
-11%	Cc1ccc(C2Cn3nnc(C(=O)N4CCC(C(=O)NC5CCCCCC5)CC4)c3CO2)cc1 (stereo not given)
7%	COC(=O)CC1C(=O)NCCN1S(=O)(=O)c1ccc(Cl)cc1C(F)(F)F (stereo not given)
-15%	C=CCNCc1ccsc1
0%	Cc1ccccc1C(=O)NCc1ccc2c(c1)CCN2C(=O)c1ccc(F)cc1
?	c1ccc(-c2cnc(Nc3ccc(N4CCOCC4)cc3)c3c2CCO3)nc1
14%	CC(C)c1ccc(CNC(C)(C)CO)cc1
-6%	O=C(c1n[nH]c(=O)c2ccccc12)N1CCc2sccc2C1
-6%	Cc1c(C(=O)N2CCCCCC2)c(S(=O)(=O)NCc2ccc(Br)cc2)c(C)n1C
?	CN(C)c1ccc(CN2CCC3(CC2)C(C(=O)O)CC(=O)N3C)cn1 (stereo not given)
?	COCCNC(=O)C1COC2(CCC(C)CC2)N1C(=O)c1cccc([N+](=O)[O-])c1 (stereo not given)
26%	CC(C)N(C(=O)c1ccc(I)cc1)C(C)C
8%	CCCCCCCCS(=O)(=O)CCSC(=N)N
-5%	CCOC(=O)CN(CC(=O)NC(=O)NC)CC(C)C
-26%	Cc1ocnc1C(=O)N1CCC2(CC1)c1nc[nH]c1CCN2S(C)(=O)=O
1%	Cc1[nH]ncc1CNC(=O)CCc1ccc2c(c1)CN(C(=O)NC(C)C)CCO2
17%	Oc1[nH]c2ccccc2c1N=Nc1ccccc1
79µM*	Cc1cccc(C)c1-c1nc(C(=O)N2CCOCC2)n2ccccc12
-15%[86.2 µM]	COC(=O)N1CCn2c(nnc2-c2ccc(OC)cc2)C1
-1%	CCNC(=O)CC1C(=O)N(c2ccc(C)cc2)C(=O)N1CCOC (stereo not given)
?	Cc1n[nH]c(C)c1C(N)C(=O)NCCN1CCCC1 (stereo not given)
-9%	Cc1cc(C)cc(-n2ncc3c2NC(=O)CC32C(=O)Nc3ccc(C(C)C)cc32)c1 (stereo not given)
-22%	Cc1nn(C(C)(C)C)c(OC(=O)C(C)(C)C)c1Sc1ccccc1
17%	OCCCn1cnc(-c2ccccc2)c1COCc1ccccc1
-3%	O=C(c1ccc(Cl)cc1)N1CCCC(n2cc(-c3nc(-c4ccccc4)no3)nn2)C1 (stereo not given)
0%	CCCOC(=O)c1ccc(Nc2nc(C(=O)OCC)nc3ccccc23)cc1
-8%	Cc1ccccc1OC(=O)C(c1ccccc1)c1ccccc1
-4%	COc1ccc(-c2nc(SCc3ccccc3)n(C(C)=O)n2)cc1
8%	COc1ccc(C2CC(=O)Nc3c2c(C)nn3-c2ncnc3nc[nH]c23)cc1OC(C)C (stereo not given)
?	O=C(c1ccccn1)N1C[C@@H]2C[C@H](C1)c1ccc(NS(=O)(=O)c3cccc(F)c3)c(=O)n1C2
10%	CC(C)C(=O)N1CCN(C(=O)c2cn(C)c3ccccc23)CC1
6%	Cc1nc(C#N)c(N2CCN(C(=O)CN(C)C3CCCCCC3)CC2)o1
-10%	Cc1ccc(C)c(NC(=O)Cn2c(N3CCCCC3)nc(C)c(C)c2=O)c1
-8%	CCOC(=O)C1CCN(C(=O)COC(=O)/C=C/c2cccc(OC)c2OC)CC1
-14%	CCC[C@H]1CN(CC(=O)NCCc2ccc(F)cc2)C[C@@H]1NC(C)=O
13%[86.2 µM]	CCCCc1cc(C[C@H]2CNCC[C@H]2CC(=O)NC2CCCCC2)no1
18%	O=C(CSc1nc2ccccc2s1)C12CC3CC(CC(C3)C1)C2
-22%	CCOc1ccccc1-c1nc(C(N)=O)c2c(n1)n(-c1ccc3c(c1)OCO3)c(=O)n2C
4%	CCCCCCn1nc(C(=O)OC(C)C(=O)NC(N)=O)c2ccccc2c1=O (stereo not given)
-27%[86.2 µM]	COc1cccc(N2CC3(COCCN(C(=O)c4ccc(OC)c(OC)c4)C3)C2)c1
?	O=C(Nc1ccccc1)N[C@H]1[C@H](O)[C@@H](N2CCN(c3ccccc3)CC2)[C@@H]2OC[C@H]1O2
-16%	Cc1cc(C)cc(C(=O)N2CCN(C3CCN(CCc4ccccc4)C3=O)CC2)c1 (stereo not given)

Some values from the list.
For KDM5B inhibitor, `CCN(Cc1cccs1)C(=O)c1[nH]c2c(c1C)C(=O)CCC2` reads 11%
For KDM5B inhibitor, `CS(=O)(=O)N(CC(=O)Nc1ccccc1C(=O)NCC1CCCO1)c1ccc(F)c(F)c1` (stereo not given) reads 20%

7 compounds picked at random from those above:
KDM5B inhibitor	canonical_smiles
18%	O=C(CSc1nc2ccccc2s1)C12CC3CC(CC(C3)C1)C2
4%	CCCCCCn1nc(C(=O)OC(C)C(=O)NC(N)=O)c2ccccc2c1=O (stereo not given)
-27%[86.2 µM]	COc1cccc(N2CC3(COCCN(C(=O)c4ccc(OC)c(OC)c4)C3)C2)c1
-16%	Cc1cc(C)cc(C(=O)N2CCN(C3CCN(CCc4ccccc4)C3=O)CC2)c1 (stereo not given)
-22%	CCOc1ccccc1-c1nc(C(N)=O)c2c(n1)n(-c1ccc3c(c1)OCO3)c(=O)n2C
-14%	CCC[C@H]1CN(CC(=O)NCCc2ccc(F)cc2)C[C@@H]1NC(C)=O
?	O=C(Nc1ccccc1)N[C@H]1[C@H](O)[C@@H](N2CCN(c3ccccc3)CC2)[C@@H]2OC[C@H]1O2

Continued.
KDM5B inhibitor	canonical_smiles
0%	Cc1ccc(NC(=O)Cn2c(=O)n(-c3ccc(Cl)c(Cl)c3)c(=O)c3c(C)c(C)sc32)c(C)c1
29%[86.2 µM]	COc1ccc(-c2nnc3n2CCN(C(=O)N(C)C)C3)cc1
20%	Cc1ccc2occ(CC(=O)N(Cc3ccccc3Cl)C3CCS(=O)(=O)C3)c2c1 (stereo not given)
17%	COc1ccc(CCNC(=O)c2ccc3c(c2)SC2=NS(=O)(=O)CCN23)cc1
38%	OC(CN1CCC(Cc2ccccc2)CC1)C(F)(F)F (stereo not given)
-49%	Cc1ccc(CNc2ccc(-c3nc(-c4ccncc4)no3)cc2[N+](=O)[O-])cc1
-12%	O=C(c1n[nH]c2ccccc12)N1CCC(OCCOc2ccccc2)CC1
10%[86.2 µM]	CC(C)C[C@@H](NC(=O)C1=C[C@@H](NC(=O)Nc2cccc(F)c2)[C@@H](O)[C@H](O)C1)C(N)=O
27%	CCONC(=O)C(C)Oc1cccc(C#N)c1 (stereo not given)
14%	Cc1ccc(C23CC4CC(CC(Cl)(C4)C2)C3)cc1[N+](=O)[O-]
-44%	CC(=O)c1cccc(NC(=O)CN(c2cc(C)cc(C)c2)S(=O)(=O)c2c(C)noc2C)c1
17%[149 µM]	O=C1NCc2ccccc2CC12CCN(Cc1ccsc1)CC2
-15%	CSc1ccccc1NC(=O)c1ccc2c(c1)NC(=O)CO2
-5%	Clc1ccc(SCc2csc(N3CCOCC3)n2)cc1
?	COc1ccc(-c2cccc(COc3ccc4c(cnn4CC[S+](C)(=O)[O-])c3)c2)cc1
-7%	CCCOC(=O)c1nc2ccccc2nc1N1CCN(c2ccc(F)cc2)CC1
?	Cc1ccc(Cn2c(-c3cccc(Cl)c3)nc(C)c(CCO)c2=O)cc1
?	CCOC(=O)C1CCN(C(=O)Cn2nc(C)n3c(cc4c(OC)cccc43)c2=O)CC1
0%[149 µM]	O=C1Nc2ccccc2CC12CN(CC1CCCC1)C2
-9%	Cc1ccc(NS(=O)(=O)c2cc(Br)cc3c2N(C(=O)C2CC2)CC3)cc1C
-15%	CC(On1nnc2ccc(Cl)cc21)C(=O)Nc1ccccc1Cl (stereo not given)
?	C=CCNc1oc(-c2ccc(COc3cccc(C)c3)o2)nc1C#N
?	CCOc1ccc2c(C)c(C(=O)N3CC[C@](C)(O)[C@H](C)C3)oc2c1OCC
-10%	COc1nc2ccccc2nc1N1CCC(C(=O)Nc2ccc(Oc3ccccc3)cc2)CC1
20%	C/C=C/CSc1nc2c(c(=O)n(C)c(=O)n2C)n1Cc1ccccc1
?	Cn1cccc1C(=O)N1CCCC(c2nnnn2C)C1 (stereo not given)
7%	O=C(CSc1nc(Cl)nc2nc[nH]c12)Nc1cccc(F)c1
-18%	COc1cccc(CC(=O)N2CCC3(CC2)NC(=O)N(c2cccc(F)c2)N3)c1
27%	O=C(Cc1c(F)cccc1Cl)N1CCN(c2cc(-c3ccccc3)[nH]n2)CC1
-11%	Cc1ccc(NC(=O)CC(C)(C(=O)O)c2ccccc2)c(O)c1 (stereo not given)
?	COc1ccc2[nH]c3c(c2c1)CCNC31CCNCC1
38%	Cc1cccc(C(=O)N2C[C@@H](COc3ccccc3)[C@H](C(N)=O)C2)c1
-10%	O=C(NCC1CC1)C1(CCO)CC12CCOCC2 (stereo not given)
14%	Cc1ccc2c(CSc3nnc(NCC(C)C)s3)cc(=O)oc2c1
?	CCc1ccc(CNC(=O)c2cnc3sc(N4CCCC4)nn3c2=O)cc1
?	COCCCN1CCC(CNc2nccc(-c3cnn(C)c3)n2)C1 (stereo not given)
16%	Cc1ncoc1C(=O)N1CCC(c2noc(-c3cccnc3)n2)C1 (stereo not given)
?	C=CCNC(=O)N[C@H]1CO[C@H]2[C@@H]1OC[C@H]2OC(=O)Nc1cccc(C(C)=O)c1
24%	Cc1cccc(NC(=S)N(C)C)c1C
14%	COC(=O)c1ccc(NC(=O)Cn2nc(-n3nc(C)cc3C)ccc2=O)cc1
-7%	COCCCN1CCC(CNc2ncncn2)C1 (stereo not given)

Source: PubChem (National Center for Advancing Translational Sciences (NCATS))
